hcGAS lum – inhibitors of human cGAS | actives 0.081% (n = 290,000) | recombinant h-cGAS, ATP depletion, Kinase-Glo luminescence | AID 1259398 | inhibition, % at 12.5 µM;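 further: 0% = vehicle reaction and 100% = reaction without DNA for no activity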
Target sequence (Q8N884 whole entry, looked up): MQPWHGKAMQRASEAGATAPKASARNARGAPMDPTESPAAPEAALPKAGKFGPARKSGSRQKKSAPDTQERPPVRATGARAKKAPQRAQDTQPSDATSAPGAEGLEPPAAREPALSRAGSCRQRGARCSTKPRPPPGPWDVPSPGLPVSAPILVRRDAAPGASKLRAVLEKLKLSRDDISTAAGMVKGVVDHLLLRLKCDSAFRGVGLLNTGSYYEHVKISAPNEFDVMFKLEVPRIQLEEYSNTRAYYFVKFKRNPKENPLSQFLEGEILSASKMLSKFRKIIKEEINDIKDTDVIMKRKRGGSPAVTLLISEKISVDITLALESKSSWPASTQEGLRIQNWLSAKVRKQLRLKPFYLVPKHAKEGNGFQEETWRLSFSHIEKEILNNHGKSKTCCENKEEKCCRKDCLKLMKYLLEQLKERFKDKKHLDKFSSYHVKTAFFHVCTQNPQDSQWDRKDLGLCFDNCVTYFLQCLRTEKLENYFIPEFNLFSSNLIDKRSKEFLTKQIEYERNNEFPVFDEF
mcGAS lum – inhibitors of mouse cGAS. Q8C6L5. inhibition, % at 12.5 µM. actives 0.15% (n = 160,000). recombinant cGAS, Kinase-Glo ATP depletion luminescence;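 further: 0% = negative control wells and 100% = reference inhibitor with no enzyme activity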
NPYLR7 agonist – activates Aedes aegypti NPYLR7 receptor; HEK293T NPYLR7/Galpha15, GCaMP6s calcium fluorescence; activation, % at 10 µM; actives 0.15% (n = 270,000); AID 1259423; in the data active means activation above about 40%;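 further: 0% = vehicle and 100% = reference agonist at the receptor; some compounds past the cut are filed as inactive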
Active calls of the source: *; / = not tested or not shown; & = joins results of further samples. Unless noted, no stated cut-off is given here; in the data, active means inhibition above about 40%; inactive means the rest.

[1] COc1cccc2cc(-c3nc4ccccc4[nH]3)/c(=N/NC(=O)c3ccccc3)oc12
[2] CC1CCCC2(C1)OCC(C(=O)N1CCCC1)N2C(=O)c1cccc(C(F)(F)F)c1 (stereo not given)
[3] Cc1cc(C)n(CC(=O)N2CC[C@@H]3CN(S(C)(=O)=O)[C@@H]3C2)n1
[4] O=S(=O)(CCNC1CCC2(CCNCC2)CC1)N1CCCC1
[5] Cc1ccc(NC(=O)c2cc(-c3ccccc3F)nn2-c2ccc(C)cc2)cc1
[6] CCCOC1CCCN(C(=O)c2cnc(C(C)C)nc2C)C1 (stereo not given)
[7] CC(C)Oc1ccc(C(=O)NCc2nnnn2-c2ccc(F)c(F)c2)cc1
[8] Cc1cccc(Nc2ncccc2C(=O)N2CCCC2c2nnc3c(C(F)(F)F)cccn23)c1C (stereo not given)
[9] CCOC(=O)C1(Cc2ccccc2C)CCCN(C(=O)c2cnccn2)C1 (stereo not given)
[10] Cc1ccc(Nc2nc(Nc3cccc(F)c3)nc3nccnc23)cc1C
compound no.	1	2	3	4	5	6	7	8	9	10
hcGAS lum	-3	-2	66*	-5	-4	-3	-3	-2	-6&-1	-3
mcGAS lum	-6	-8	-3	/	-4	-8	-7	/	-2	/
NPYLR7 agonist	-1	4	/	10	-4	1	-1	-11	3&-1	3

As entered above:
mcGAS lum result of #5 : -4
NPYLR7 agonist result of #2 : 4
hcGAS lum result of #4 : -5
mcGAS lum result of #1 : -6
NPYLR7 agonist result of #9 : 3&-1

A second format for part of the listing above:
no. | Molecule | hcGAS lum | mcGAS lum | NPYLR7 agonist
5 | Cc1ccc(NC(=O)c2cc(-c3ccccc3F)nn2-c2ccc(C)cc2)cc1 | -4 | -4 | -4
6 | CCCOC1CCCN(C(=O)c2cnc(C(C)C)nc2C)C1 (stereo not given) | -3 | -8 | 1

(further entries)
[11] CCOC(=O)c1cc(-c2ccc(Cl)cc2)n(-c2ccc(C(=O)NCc3ccco3)cc2)n1
[12] CCCCN(Cc1ccc(C)s1)C(=O)Cn1ccc(=O)c2ccccc21
[13] Cc1noc(C)c1CCC(=O)NC1CCCN(S(C)(=O)=O)C1 (stereo not given)
[14] CC(C)(C)c1ccc(S(=O)(=O)NC(=O)C2(C)CCN2C(=O)c2cccc3ccccc23)cc1 (stereo not given)
[15] Cc1cc(CC(C)NC(=O)CC2=CCCCC2)n[nH]1 (stereo not given)
[16] COc1ccc(N=Nc2c(C)[nH]n(-c3ccccc3)c2=O)c([N+](=O)[O-])c1
[17] CCCc1nnc2sc(C(C)n3cnc4ccccc4c3=O)nn12 (stereo not given)
[18] CCc1noc(C(C)SCCn2nc(C)cc2C)n1 (stereo not given)
[19] COCCCN(CC(=O)N(CCc1c[nH]c2ccccc12)Cc1ccc(OC)c(OC)c1)C(=O)COc1ccc(Cl)cc1
[20] Cc1ccc(C(=O)NNC(=O)N2CCN(c3ccccc3O)CC2)cc1
compound no.	11	12	13	14	15	16	17	18	19	20
hcGAS lum	1	-4	-10	-11	-7	-2	-8	-5	-3	-4
mcGAS lum	0	-8	-16	/	-10	-5	/	/	-3	/
NPYLR7 agonist	2	14	13	1	/	3	-3	2	22	-1

[21] Cc1cnc(C)c(-c2cc(O)c3c(c2)CN(CCn2cccc2)CCO3)n1
[22] CCCCSc1nc2c(c(=O)n1-c1ccc([N+](=O)[O-])cc1)SCC2
[23] CC1CCc2c(sc3nc(CN(Cc4ccco4)CC(O)CN4CCOCC4)[nH]c(=O)c23)C1 (stereo not given)
[24] O=C(Cn1nnn(-c2cccs2)c1=O)Nc1cccc(Cn2[nH]c(=O)ccc2=O)c1
[25] Cc1cc(C)nc(-n2cccc2-c2nc(-c3ccccc3)c(C)[nH]2)n1
[26] Cn1cc(Br)cc1C(=O)N1CCCC(C(=O)O)C1 (stereo not given)
[27] O=C(c1cc(F)c(F)cc1Cl)N1CCN(c2ccc([N+](=O)[O-])cc2F)CC1
[28] CCCN(CCc1ccccc1)c1ncnc2oc(C)nc12
[29] COc1cc2c(cc1OC)CN(C1CCCN(Cc3cccn3-c3ccccn3)C1)CC2 (stereo not given)
[30] COc1cc(C)ccc1Oc1cc(N2CCC(C)CC2)ncn1
compound no.	21	22	23	24	25	26	27	28	29	30
hcGAS lum	-2	4	-4	-3	-8	-8	-6	0	-5	-4
mcGAS lum	-14	-6	-5	-4	/	-9	-5	-1	-13	-5
NPYLR7 agonist	-4	1	8	8	13	3	7	-1	7	-9

[31] CN(C)S(=O)(=O)NCCc1c[nH]c2cc(F)ccc12
[32] OCCC1CN(Cc2cc(F)ccc2F)CCN1C1CCCC1 (stereo not given)
[33] CCn1cc(S(=O)(=O)Nc2ccc(N(C)C(C)=O)cc2)cn1
[34] O=C1OC(/C=C\c2cccc([N+](=O)[O-])c2)=NC/1=C/c1ccc(Cl)c(Cl)c1
[35] O=C(CCN1CCN(C(=O)C2CCCO2)CC1)Nc1nnc(C2CC2)s1 (stereo not given)
[36] Cc1ccc2nc(SCC(=O)NC(C)(C)C)nc(=O)n2c1
[37] CC#CC(=O)N1CCCC(C(=O)Nc2cccc(-c3cc4ccccc4[nH]3)c2)C1 (stereo not given)
[38] O=C(CSc1nc(-c2ccccc2)cc(=O)[nH]1)Nc1oncc1-c1ccccc1
[39] COC(=O)c1sc(N2C(=O)C(O)=C(C(=O)c3cccs3)C2c2cccc(OC)c2)nc1C (stereo not given)
[40] COCCN(CC(=O)N(Cc1ccc2c(c1)OCO2)Cc1ccco1)C(=O)Nc1cccc(OC)c1
compound no.	31	32	33	34	35	36	37	38	39	40
hcGAS lum	-4	-5	-2	4	3	-5	6	-4	-4	-6
mcGAS lum	/	/	-6	4	-11	-8	/	-11	-6	-5
NPYLR7 agonist	-1	-2	-9	-13	10	6	-9	0	0	4

[41] Cc1[nH]nc(-c2ccc3c(c2)OCO3)c1NC(=O)c1cc(F)cc(F)c1
[42] O=C(c1cc(-c2ccccc2F)nn1-c1ccccc1Cl)N1CCN(Cc2ccc3c(c2)OCO3)CC1
[43] Cn1c(=O)c2sc3c(c2n(CCN2CCCCC2)c1=O)COC(C)(C)C3
[44] Cc1ccc(CSc2nc(C)cc(Oc3cccc(C)c3)n2)cc1
[45] O=C(Cn1nc2n(c1=O)CCCCC2)Nc1nncs1
[46] CC(=O)c1ccc(S(=O)(=O)N2CCN(C(=O)c3cnccn3)CC2)cc1
[47] CCCCCCNC(=O)CC(c1cccc(C(F)(F)F)c1)c1c[nH]c2c(CC)cccc12 (stereo not given)
[48] CCc1nccn1-c1cc(C)nc2c(-c3ccc(Cl)cc3)cnn12
[49] CCOc1ccc(S(=O)(=O)c2cnc(SCC(=O)Nc3ccc(C)cc3)[nH]c2=O)cc1
[50] COc1ccccc1CC1(C)C(=O)Nc2ccc(Cl)cc21 (stereo not given)
compound no.	41	42	43	44	45	46	47	48	49	50
hcGAS lum	-1	-15	-1	-4	-8	-11	-12	-5	0	4
mcGAS lum	1	-5	-6	-5	/	/	-10	-6	2	1
NPYLR7 agonist	/	-3	4	2	19	15	/	3	-3	-2

Structures shown so far with a nitro group on carbon (4):
[16] COc1ccc(N=Nc2c(C)[nH]n(-c3ccccc3)c2=O)c([N+](=O)[O-])c1
[22] CCCCSc1nc2c(c(=O)n1-c1ccc([N+](=O)[O-])cc1)SCC2
[27] O=C(c1cc(F)c(F)cc1Cl)N1CCN(c2ccc([N+](=O)[O-])cc2F)CC1
[34] O=C1OC(/C=C\c2cccc([N+](=O)[O-])c2)=NC/1=C/c1ccc(Cl)c(Cl)c1
compound no.	16	22	27	34
hcGAS lum	-2	4	-6	4
mcGAS lum	-5	-6	-5	4
NPYLR7 agonist	3	1	7	-13

(listing goes on)
[51] CCN1CCN(C(=O)c2ccc(CSc3nnc(-c4ccncc4)n3-c3ccc(F)cc3)cc2)CC1
[52] Cc1cc(NC(=O)N2CCCN(C(=O)CC3CCCC3)CC2)on1
[53] O=C(Nc1cccc(OC(F)(F)C(F)F)c1)c1sc2cc(F)ccc2c1Cl
[54] O=C(O)Cn1c(=O)oc2ccccc21
[55] CCc1nc2ccc(C(=O)N3CCN(C(C)=O)CC3)cn2c1N(C)C(=O)c1cccc(OC)c1
[56] O=C(Nc1cccc(CSC2CCOCC2)c1)N1CCCCCC1
[57] O=C(NOCC1CC1)c1ccc(F)c(F)c1Nc1ccc(I)cc1Cl
[58] CC1(C)CC(=O)C2=C(C1)OC(N)=C(C#N)C21CCCC1
[59] O=C(NCc1ccco1)c1ccc(-c2cccc(Cl)c2)s1
[60] c1csc(CN=C2SCC3CCCCN23)c1 (stereo not given)
compound no.	51	52	53	54	55	56	57	58	59	60
hcGAS lum	5	-3	-1	-4	-4	-7	-4	-3&12	-4	-20
mcGAS lum	1	/	-6	/	-4	-9	-8	-4&-1	-7	/
NPYLR7 agonist	6	0	5	5	18	5	-12	-2&20	29	-1

[61] CC(C)(C)NC(=O)NC(=O)COC(=O)C1CC2CCCC(C1)C2=O (stereo not given)
[62] CN(CC(=O)C(C#N)c1ccccc1)C1CCCCC1 (stereo not given)
[63] CCOC(=O)c1ccc2c(c1)nc(SCc1c(F)c(F)c(C(F)(F)F)c(F)c1F)n2Cc1ccccn1
[64] CCc1nc2ccc(C(=O)NCCN3CCNC3=O)cn2c1N(CCC(C)C)CCN(C)C
[65] CCOC(=O)c1cccnc1-c1ccc(-c2ccn[nH]2)cc1
[66] O=C(N/N=C(/c1ccccc1)c1ccncc1)NC(=O)c1c(F)cccc1F
[67] Cc1cc(C(=O)N2CCOC(Cc3ccccc3)C2)cc(Cl)n1 (stereo not given)
[68] COc1cccc(Cn2cccc2CN(Cc2ccccc2)C(=O)CN(CC(C)C)C(=O)Nc2cccc(OC)c2)c1
[69] CN(C)C(=O)Nc1cccc(-c2ccc(N(C)C)cc2)c1
[70] Cc1cc(C(=O)Nc2cc(C#N)cn2C(C)(C)C)nn1C(C)(C)C
compound no.	61	62	63	64	65	66	67	68	69	70
hcGAS lum	-8	-7	3	-3	3	-6	-2	-4	-3	-2
mcGAS lum	/	-8	1	-3	-17	/	/	-4	-10	/
NPYLR7 agonist	2	-1	3	9	1	5	32	0	-3	-2

Rewritten with each value named: part of the list above.
[63] CCOC(=O)c1ccc2c(c1)nc(SCc1c(F)c(F)c(C(F)(F)F)c(F)c1F)n2Cc1ccccn1
  hcGAS lum: 3; mcGAS lum: 1; NPYLR7 agonist: 3

[64] CCc1nc2ccc(C(=O)NCCN3CCNC3=O)cn2c1N(CCC(C)C)CCN(C)C
  hcGAS lum: -3; mcGAS lum: -3; NPYLR7 agonist: 9

[65] CCOC(=O)c1cccnc1-c1ccc(-c2ccn[nH]2)cc1
  hcGAS lum: 3; mcGAS lum: -17; NPYLR7 agonist: 1

Following part:
[71] Cc1cc(Br)ccc1NC(=O)Cn1c2ccccc2c(=O)c2ccccc21
[72] O=C(Cc1cccs1)Nc1cccc(-c2nc3cccnc3s2)c1
[73] Cn1c(NC(=O)Cc2cccc3ccccc23)cc(=O)n(C)c1=O
[74] CC(C)(C)CC(=O)Nc1cccc(S(=O)(=O)C2CCCC2)c1
[75] CCOC(=O)c1c(NC(=O)c2ccc(Cl)c(Cl)c2)sc(C(=O)Nc2ccccc2)c1C
[76] O=C1CC(=NN2C(=O)CC(c3ccc(O)cc3)C3=C2CCCC3=O)C(c2ccccc2)=NN1 (stereo not given)
[77] COCc1cc(N2CCOc3c(O)cc(-c4ccc(C)s4)cc3C2)ncn1
[78] CC(=O)N1CN(CCC(C)C)Cc2c1sc1c2CCCC1
[79] Cn1nnnc1SCC(=O)c1ccccc1Cl
[80] O=C(CCC1CCCN(C(=O)C(=O)c2ccccc2)C1)Nc1ccc(C(F)(F)F)cc1 (stereo not given)
compound no.	71	72	73	74	75	76	77	78	79	80
hcGAS lum	-4	0	-9	-17	-3	-2	-4	-4	-10	6
mcGAS lum	/	-3	-7	/	-3	/	/	/	/	0
NPYLR7 agonist	-2	1	2	10	5	-2	2	-3	3	0

[81] CSc1ccc2cc(CN(C)CCc3cn[nH]c3)c(=O)[nH]c2c1
[82] CC(=O)CC(C)(C)S(=O)(=O)c1ccc(Oc2ccc(S(=O)(=O)C(C)(C)CC(C)=O)cc2)cc1
[83] COc1cccc(CSc2nnc(CNC(=O)Nc3ccc(SC)cc3)n2-c2cc(Cl)ccc2Cl)c1
[84] CCN(C(=O)CN1CCN(c2ccc([N+](=O)[O-])c3cnccc23)CC1)c1ccccc1
[85] NC(=O)[C@H](Cc1c[nH]c2ccccc12)NC(=O)c1ccc(-n2nc(-c3ccc(Cl)c(Cl)c3)cc2N)cc1
[86] N=c1sccn1CC(=O)NCc1cccs1
compound no.	81	82	83	84	85	86
hcGAS lum	-7	0	-8	-7	-4	-11
mcGAS lum	-8	-2	-7	/	-5	/
NPYLR7 agonist	11	10	18	0	17	2

Bioassay records from PubChem.

Hits appear at their usual frequency, and some 0.29% of all compounds hit somewhere here.
